From PubChem BioAssay
Pf growth 96h: Primary qHTS for delayed death inhibitors of the malarial parasite plastid, 96 hour incubation. P. falciparum luciferase reporter growth, 96 h. Potency, µM (series often up to 28.7 µM), inactives show at the highest dose activity change, negative = inhibition, usual class: inhibitors. actives 6.9% (n = 320,000); also: potency is read from the fitted curve at half-maximal effect; % is scaled to controls: 0 for no effect and ±100 for the full control effect
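Cell-based qHTS: luciferase-tagged P. falciparum in erythrocytes (2% hematocrit, 0.05% parasitemia final) incubated with compounds for 96 hours, 37 C, 5% CO2; luciferase detection reagent then added and luminescence measured.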
Pf growth 48h: Primary qHTS for delayed death inhibitors of the malarial parasite plastid, 48 hour incubation; P. falciparum luciferase growth in erythrocytes, 48 h; Potency, µM (titrated, usually from 28.7 µM), without a hit: top-dose activity change, negative = inhibition, hits mostly inhibitors; actives 5.9% (n = 310,000); also: potency is read from the fitted curve at half-maximal effect; % is scaled to controls: 0 for no effect and ±100 for the full control effect
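A one-generation exposure of luciferase-tagged malaria parasites in RPMI 1640/Albumax erythrocyte culture, 37 C and 5% CO2. Inhibition is inferred from decreased luminescence after adding detection reagent.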
Cycloheximide cs: Cycloheximide Counterscreen for Small Molecule Inhibitors of Shiga Toxin; cell reporter, cycloheximide protein synthesis inhibition counterscreen; max response, %; actives 12% (n = 300,000); in the data active = max response mostly above about 13%, no sharp cut-off; inactive = mostly below about 14%; also: read at 38.3 µM for the half of the compounds with a filed dose; 0% is about no effect
HCV inh: qHTS Assay for Inhibitors of Hepatitis C Virus (HCV); actives 3.4% (n = 340,000); Huh7.5.1 HCVcc-Cre infection, luciferase reporter, 44 h; Potency, µM (highest dose often 41.8 µM), without a hit: at the top dose activity change, negative = inhibition, actives largely listed as inhibitors; also: potency is read from the fitted curve at half-maximal effect; % is scaled to controls: 0 for no effect and ±100 for the full control effect
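Whole-lifecycle infectious HCVcc-Cre system; cells 1,000/well, compound then virus (~0.5 moi) added 4 h after plating, 44 h culture. Luciferase read 15 sec following 15 min substrate incubation, room temp.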
Shiga toxin inh: A qHTS for Small Molecule Inhibitors of Shiga Toxin; Vero cells, Shiga toxin protein synthesis inhibition reporter; actives 9.2% (n = 290,000); inhibition, % at 38.7 µM; in the data active = inhibition mostly above about 28%, no sharp cut-off; inactive = mostly below about 43%; also: 0% is about no effect
FBPA Giardia inh: qHTS Assay for Inhibitors of Fructose-1,6-bisphosphate Aldolase from Giardia Lamblia. actives 0.71% (n = 290,000). purified Giardia FBPA. AID 2451, 2010. A8B2U2. Potency, µM (top dose mostly 59.6 µM), for the others: top-dose activity, negative = inhibition, actives largely listed as inhibitors; also: potency is read from the fitted curve at half-maximal effect; % is scaled to controls: 0 for no effect and ±100 for the full control effect; nearly all actives have a fitted effect of over 55% in size
Target sequence (A8B2U2 whole entry, looked up): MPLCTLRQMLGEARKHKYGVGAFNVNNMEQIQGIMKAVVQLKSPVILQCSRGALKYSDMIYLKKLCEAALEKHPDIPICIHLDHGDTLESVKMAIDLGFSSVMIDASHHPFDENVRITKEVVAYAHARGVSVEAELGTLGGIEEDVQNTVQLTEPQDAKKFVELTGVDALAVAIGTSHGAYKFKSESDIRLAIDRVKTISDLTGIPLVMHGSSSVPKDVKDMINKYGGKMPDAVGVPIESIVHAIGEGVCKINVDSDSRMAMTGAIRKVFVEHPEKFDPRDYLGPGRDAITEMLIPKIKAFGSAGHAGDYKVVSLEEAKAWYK
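40 nM FBPA preincubated 10 min at RT with compound (up to 57.5 uM final), then substrate plus GAPDH/TPI/NAD/arsenate coupling and diaphorase/resazurin added. Fluorescence read after 20 min at RT, 525/598 nm.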
* hit, by the source's call; i = inactive; ? = inconclusive; . = not tested or not shown; & = joins results of further samples; [ ] = dose if it differs, or a comment. Unless noted, calls follow the shape of the dose curve; as a rule, active = well fitted curve in the direction sought with a large enough effect; inconclusive = small, poorly fitted or top-dose-only effect, or another doubt; inactive = no such curve, though single readings can be large; an effect the other way counts as inactive or inconclusive.

SMILES	Pf growth 96h	Pf growth 48h	Cycloheximide cs	HCV inh	Shiga toxin inh	FBPA Giardia inh
O=C(Nc1cccc(S(=O)(=O)N2CCCC2)c1)C1CCCN1C(=O)c1cccs1 (configuration not stated)	-14%	?	-2	?	-2	0%
CCc1cccc(C)c1NC(=O)COn1nnc2ccc(C(F)(F)F)cc21	56%[activator]	24%	1	14%	-3	-1%
Cc1cc(Cl)cc2c(N=Nc3ccccc3C(=O)O)c(O)[nH]c12	5%	?	7	3%	13	-11%
COc1ccc(-c2csc3ncnc(N4CCN(C(=O)c5ccco5)CC4)c23)cc1	?	?	.	?	.	.
CCOc1cc(S(=O)(=O)n2ccc(C)n2)ccc1Br	-4%	-6%	-2	3%	-7	7%
O=C(CCS(=O)(=O)c1cccs1)NC1CCCCCC1	?	89%[activator]	31*	?	115*	4%
O=c1cc(CSc2n[nH]c(=O)n2C2CC2)c2ccc(O)cc2o1	22%	16%	1	13%	-9	2%
COc1ccc(N(CCCN2C(=O)c3cccc4cccc(c34)C2=O)C(=O)c2cccs2)cc1	?	-13%	1	?	-9	9%
O=c1[nH]c(N2CCN(Cc3ccc4c(c3)OCO4)CC2)nc2c1CCC2	-21%	1%	-3	8%	-3	-2%
O=C1CCC[C@@H]2CC(Nc3ccc(F)cc3F)C[C@@H]3CCN1[C@H]23 (some centres not stated)	.	.	-5	-6%	i	0%[89.2 µM]
OC[C@@H]1[C@@H](c2ccc(Cl)cc2)C(c2cccc(Cl)c2)=NN1c1ccccc1	.	.	-1	?	i	-3%
CC(C)(C)c1ccc(OCCCn2ccnc2)cc1	?	?	8.4*	?	15	28µM*
CCOC(=O)/C=C/C(=O)OCC(=O)Nc1ccc([N+](=O)[O-])cc1	-15%	34%	17*	28%	31	0%
CCCCN(C(=O)Cc1ccc(S(=O)(=O)N2CCOCC2)s1)c1ccccc1	12µM*	?	.	-8%	.	.
CN(CCCC(=O)Nc1ccccc1)S(=O)(=O)c1ccc(Cl)cc1	-19%	-20%	-1	-7%	-7	-1%
CCCCn1c2ccc(F)cc2c2nnc(SCCN3CCOCC3)nc21	2.6µM*	?	-1	?	-6	7%
Cc1ccc(S(=O)(=O)N(CC(=O)N/N=C/c2ccccc2C(=O)O)c2cc(Cl)cc(Cl)c2)cc1	?	12%	-2	5%	-11	26%
Cc1ccccc1NC(=S)Nc1ccc2cn[nH]c2c1	42%[activator]	37%[activator]	8	-4%	41	-21%
COC(=O)c1c(-c2cccs2)csc1NC(=O)CSc1ncnc2sc(C)c(C)c12	?	?	5	?	-10	.
CCCc1nc2ccc(N)cc2c(=O)n1Cc1ccccc1Cl	-14%	38%[activator]	7	-19%	.	-1%
COc1cc(CC(NC(C)=O)C(=O)NC2CCN(C(=O)c3cc(OC)c(OC)c(OC)c3)CC2)cc(OC)c1 (configuration not stated)	21%	-3%	-3	3%	3	-3%
C=CCN(CC=C)CC(O)CN(c1cc([N+](=O)[O-])ccc1OC)S(=O)(=O)c1ccccc1 (configuration not stated)	35%[activator]	?	3	12%	19	-2%
Cc1cc(=O)oc2cc(OCC(=O)N/N=C/c3ccccc3O)ccc12	9.3µM*	66%[activator]	-4	5%	4	20%
COc1ccc(N2CCN(CCNC(=O)CCNS(=O)(=O)c3cccs3)CC2)cc1	380%[activator]	?	0	1%	-8	-5%
CCC1=C(OC(=O)N(CC)CC)N2C(=O)OC(=NCC3CC3)[C@]2(Cc2ccccc2)[C@H]2C1=CC[C@H]1C(=O)N(CC)C(=O)[C@H]12	13µM*	7.4µM*	-5	5%	2	-3%&-2%
CCOc1ccc(/C(O)=C2/C(=O)C(=O)N(CCCN3CCOCC3)C2c2ccc(F)cc2)cc1C (configuration not stated)	4%	4%	-1	6%	3	5%
CCC(C)[C@@H](C(=O)Nc1ccc(OC)c(OC)c1)N1Cc2ccccc2C1=O (some centres not stated)	?	.	-3	-25%	-14	?
CCOC(=O)CSc1cn2c(n1)CCC2	1%	20%	22	?	17	-11%
[O-][n+]1ccc(C(O)c2ccccc2)cc1 (configuration not stated)	2%	20%	-1	15%	.	7%
COc1cccc2c(=O)cc(C)n(CC(=O)Nc3ccc(Br)cc3)c12	-4%	-6%	-3	6%	14	-1%

Quoted at random: 2 entries already listed.
SMILES	Pf growth 96h	Pf growth 48h	Cycloheximide cs	HCV inh	Shiga toxin inh	FBPA Giardia inh
CCC1=C(OC(=O)N(CC)CC)N2C(=O)OC(=NCC3CC3)[C@]2(Cc2ccccc2)[C@H]2C1=CC[C@H]1C(=O)N(CC)C(=O)[C@H]12	13µM*	7.4µM*	-5	5%	2	-3%&-2%
COc1ccc(N2CCN(CCNC(=O)CCNS(=O)(=O)c3cccs3)CC2)cc1	380%[activator]	?	0	1%	-8	-5%

Next records:
SMILES	Pf growth 96h	Pf growth 48h	Cycloheximide cs	HCV inh	Shiga toxin inh	FBPA Giardia inh
Clc1ccc(-c2nnc3sc(-c4ccco4)nn23)c(Cl)c1	?	0%	4	14%	-5	-2%
COc1cccc(CNCc2ccc(OC)c3ccccc23)c1OC	?	?	-2	?	4	?
COc1ccccc1N1CCNCC1	-10%&42%	4%&31%	8	-70%	-3	-4%&-10%&3%
COC(=O)c1ccc(-n2c(CCC(=O)O)ccc2-c2ccccc2)cc1	3.7µM*	-3%	11	7%	28	7%
COc1ccccc1-n1nnnc1SCC(=O)Nc1ccccc1	-23%	11%	-3	-18%	-3	17%
O=C(C1CCN(S(=O)(=O)c2cccs2)CC1)N1CCCCC1	0%	31%[activator]	35*	9%	37*	.
O=C(Nc1ccccc1N1CCCC1)c1ccccc1F	-14%	11%	-1	-25%	-6	-7%
NC(=O)CSc1nc2ccccc2n1Cc1ccccc1	-16%	2.9µM*	-4	19%	-12	-4%
CC(C)CCOP(=O)(c1ccc(N(C)C)cc1)C(O)c1ccc(C(C)C)cc1 (configuration not stated)	?	?	-8	-20%	-11	6%
Cc1ccc(-n2c(SCC(=O)NCc3ccc4c(c3)OCO4)nnc2-c2cccnc2)c(C)c1	9.3µM*	?	-2	-1%	-18	9%
COc1ccc(-n2c(SC)nc(O)c(Cc3ccccc3)c2=O)cc1	18%	2%	-2	-7%	15	-7%
CN1C(=O)[C@@H]2[C@@H]3C[C@@H]([C@H]4ON=C(c5ccccc5OCC#N)[C@@H]34)[C@@H]2C1=O	55%[activator]	41%[activator]	0	4%	-12	6%
COC(=O)c1ccc(C)c(NC(=O)c2ccc(Cl)c([N+](=O)[O-])c2)c1	-20%	-6%	-2	?	7	-6%
COc1cccc(NC(=O)Nc2nnc(N3CCCCC3C)s2)c1 (configuration not stated)	17%	90%[activator]	44*	-5%[8.37 µM]	53*	0%
CC(=O)c1ccc(NC(=O)Cn2cnc(S(=O)(=O)N3CCc4ccccc43)c2)cc1	6%	-18%	7	2%	12	-9%
CC(CN1C(C)CCCC1C)OC(=O)c1cccc(F)c1 (configuration not stated)	74%[activator]	12%	8	14%	6	-12%
CC1=Nc2ccccc2N=C(NC(=O)CSC(=S)N2CCCCC2)C1c1ccccc1 (configuration not stated)	?	13µM*	6	?	22	-9%
Cc1cc(NS(=O)(=O)c2ccc(NC(=O)CSc3nnc(-c4ccco4)n3N)cc2)nc(C)n1	-3%	7%	-1	11%	-8	5%
Cc1cccc(NC(=O)C2CC(=O)OC23CCCCC3)c1 (configuration not stated)	8%	.	-5	21%	-5	0%
CCCn1c(-c2cc(OC)c(OC)c(OC)c2)nc2c1c(=O)[nH]c(=O)n2Cc1ccccc1	?	9.3µM*	-5	?	-9	5%
CC(=O)c1ccc(S(=O)(=O)NCc2ccc(C(=O)N(C)CC(=O)Nc3cccc(F)c3)cc2)cc1	1%	-8%	11	-22%	-6	8%
O=C(c1ccc2nc(N3CCCCC3)sc2c1)N1CCN(c2ccccn2)CC1	-85%	0%	23*	7%	11	-1%
Cc1nc(SCC(=O)NNC(=O)c2cccs2)[nH]c(=O)c1C	?	57%[activator]	13	7%	51	-27%
CCOc1ccccc1N(CC(=O)NC1CCCC1)S(=O)(=O)c1ccc(C)cc1	27%	?	6	-21%	-6	5%
O=C(CSc1nnc(C2CC2)n1Cc1ccccc1)c1cc2ccccc2o1	?	-2%	12	-8%	29	-2%
Cc1cc(C(=O)N/N=C\c2cc(C(C)(C)C)c(O)c(C(C)(C)C)c2)n[nH]1	10%	-17%	-3	-29%	4	5%
CCn1c(C)nc2cc(C(=O)N/N=C/c3ccc(OC)cc3)ccc21	?	305%[activator]	22	1%	3	0%
COc1ccc2ncc(S(=O)(=O)c3ccccc3)c(N3CCC4(CC3)OCCO4)c2c1	?	8.3µM*	0	-13%	3	2%
CCCCn1c(N)c(N(CC(C)C)C(=O)c2ccc([N+](=O)[O-])o2)c(=O)[nH]c1=O	?	-27%	.	-28%	.	.
COc1ccc(-c2cc(=O)c3c(OC)c(OC)c(OC)cc3o2)cc1	12µM*	?	1	-28%	17	1%

SMILES	Pf growth 96h	Pf growth 48h	Cycloheximide cs	HCV inh	Shiga toxin inh	FBPA Giardia inh
CCN1C(=O)[C@H]2[C@@H](c3ccccc3)N3C(=O)N(c4cccc(F)c4)C(=O)[C@@]3(CC(C)C)[C@H]2C1=O	11%	39%[activator]	2	-18%	-6	3%
Cn1c(NC(=O)c2cccs2)c(-c2cccs2)c(=O)c2ccccc21	-11%	-8%	1	-13%	-15	-1%
Cc1ccc(S(=O)(=O)N2CCC(C(=O)N[C@@H](C)C(=O)NC3CCS(=O)(=O)C3)CC2)cc1 (some centres not stated)	8%	8%	-4	-3%[0.335 µM]	-8	-2%
CCC(CC)c1nc2cc(OC)c(OC)cc2c(=O)o1	12%	13%	-4	9%	13	-11%
Cc1ccc(S(=O)(=O)NC2=NCN(CCOC(=O)c3ccccc3)CN2)cc1	.	41%[activator]	-3	-13%	-8	3%
COc1ccccc1N1CCN(Cc2nc3ccsc3c(=O)[nH]2)CC1	0%	36%[activator]	-2	6%	-11	-2%
CCOC(=O)c1[nH]c2ccc(OCC)cc2c1CCCN1C(=O)c2ccccc2C1=O	?	?	-5	-17%	-8	-6%
O=C(COC(=O)c1c2ccccc2cc2ccccc12)Nc1ncc(C(F)(F)F)cc1Cl	3%	.	-5	?	-14	-1%
CCCC[n+]1cc(/N=C(\[O-])OC)on1	11%	37%[activator]	-1	-2%	-7	2%
CCOC(=O)Cc1csc(NC(=O)c2sc3nc4ccc(C)cc4cc3c2N)n1	89%[activator]	82%[activator]	14	16%	45	-2%
C#CCOCCOCCOCCNc1nc(N2CCN(C(=O)CCCCCCCCCCNC(=O)Cn3cc(CCCCCN)nn3)CC2)nc(N2CCN(C(=O)CCCCCCCCCCNC(=O)[C@@H]([C@H](C)O)n3cc(C)nn3)CC2)n1	0.52µM*	0.33µM*	.	-9%	.	.
O=C(NN1CC(=O)N(c2cc(Cl)cc(Cl)c2)CC1=O)c1cccs1	10%	-5%	1	0%	11	1%
CC1CCCN(C(=O)c2ccc([N+](=O)[O-])o2)C1 (configuration not stated)	?	13µM*	-2	-9%	-2	-2%
O=C(Cn1cncn1)NCc1cccc2ccccc12	-13%	43%[activator]	-1	18%	29	1%
COCCNC(=O)CSc1nc2c(n1-c1ccccc1)CCCC2	.	4%	2	7%	-2	-13%
CCOC(=O)C1CCc2sc(N)c(C#N)c21 (configuration not stated)	-6%	21%	-3	10%	-58	-19%
Cc1nc2[nH]c(=S)[nH]c2cc1Br	-9%	38%[activator]	-3	-13%	6	2%
